Screening data as filed in PubChem.
Tau fibril FP = qHTS for Inhibitors of Tau Fibril Formation, Fluorescence Polarization; hit rate 0.39% among 280,000; AID 1468, 2008; Potency, µM (top dose mostly 57.7 µM), for the others: at the top dose activity, negative = inhibition, hits mostly inhibitors; Microtubule-associated protein tau (Homo sapiens), P10636; K18 P301L tau heparin fibrillization, Alexa594 FP, 6 h; note: % is set by controls: 0 for no effect and ±100 for the full control effect; nearly all actives have a fitted effect of over 55% in size
Target sequence (P10636 561-689 P618L limits assumed): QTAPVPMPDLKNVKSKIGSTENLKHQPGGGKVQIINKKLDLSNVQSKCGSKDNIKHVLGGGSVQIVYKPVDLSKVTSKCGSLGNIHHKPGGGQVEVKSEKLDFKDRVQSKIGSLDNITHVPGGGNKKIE
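Human tau K18 […] P301L fragment, 15 uM unlabeled plus 0.24 uM Alexa 594-labeled tau (final), with compound and 20 uM heparin in 100 mM sodium acetate pH 7; 6 hr at 37 C, then Alexa 594 FP read.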
Tau fluor cs = Counterscreen qHTS for Inhibitors of Tau Fibril Formation, Fluorescence Polarization; tau K18 P301L Alexa594 fluorescence, heparin fibrillization; Potency, µM (doses to about 57.7 µM), without a hit: at the top dose activity change, negative = decrease; hit rate 0.93% among 280,000; AID 1463, 2008; note: % is set by controls: 0 for no effect and ±100 for the full control effect; nearly all actives have a fitted effect of over 55% in size
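Human K18 P301L tau (15 uM unlabeled plus 0.24 uM Alexa 594-labeled, final) in 100 mM sodium acetate pH 7 was mixed with compound and 20 uM heparin and incubated 6 hr at 37 C.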
JMJD2E inh = qHTS Assay for Inhibitors of Human Jumonji Domain Containing 2E (JMJD2E); Lysine-specific demethylase 4E (Homo sapiens), B2RXH2; JMJD2E catalytic domain, FDH-coupled NADH fluorescence (FDH is formaldehyde dehydrogenase); Potency, µM (doses to about 57.1 µM), without a hit: top-dose activity change, negative = inhibition, hits mostly inhibitors; hit rate 1.6% among 230,000; active = well fitted inhibition curve with a large enough effect, not every such curve was filed as active; inconclusive = small, poorly fitted or top-dose-only effect, or another doubt; inactive = no such curve, though single readings can be large or run the other way;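 note: 0% = wells with enzyme and -100% = buffer wells without enzyme; nearly all actives have a fitted effect of over 50% in size; many of its hits are not listed in these tables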
Target sequence (B2RXH2 1-337 limits assumed): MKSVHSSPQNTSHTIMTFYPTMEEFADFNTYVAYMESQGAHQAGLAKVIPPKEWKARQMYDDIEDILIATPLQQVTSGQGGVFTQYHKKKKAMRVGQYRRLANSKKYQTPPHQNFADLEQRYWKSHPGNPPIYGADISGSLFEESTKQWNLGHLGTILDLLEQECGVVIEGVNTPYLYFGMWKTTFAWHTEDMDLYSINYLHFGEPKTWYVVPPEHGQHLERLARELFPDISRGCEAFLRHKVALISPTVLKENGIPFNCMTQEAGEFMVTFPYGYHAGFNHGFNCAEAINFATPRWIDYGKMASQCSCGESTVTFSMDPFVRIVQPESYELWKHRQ
SMN2 splice enh = qHTS Assay for Enhancers of SMN2 Splice Variant Expression. HEK293 SMN2-luciferase splicing reporter, luminescence, 30-36 h. Potency, µM (titrated, usually from 46.1 µM), for inactives: at the highest dose activity change, positive = activation, usual class: activators. hit rate 2.8% among 210,000; note: % of control where 0% means no effect; nearly all actives have a fitted effect of over 55% in size
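HEK293 cells carry an SMN2 minigene-luciferase reporter in which exon 7 inclusion puts luciferase in frame. Cells were seeded at 2000 cells/well, attached for 10-12 hours, then exposed to compounds for 30-36 hours at 37C before ONE-Glo luminescence.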
Tau fibril ThT = qHTS for Inhibitors of Tau Fibril Formation, Thioflavin T Binding. Microtubule-associated protein tau (Homo sapiens), P10636. AID 1460, 2008. recombinant tau K18 P301L (four-repeat tau fragment), heparin-induced fibrillization, ThT fluorescence. Potency, µM (series often up to 57.4 µM), inactives show at the top dose activity, negative = inhibition, most hits filed as inhibitors. hit rate 2.1% among 270,000; note: % is set by controls: 0 for no effect and ±100 for the full control effect; nearly all actives have a fitted effect of over 55% in size
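Tau K18 P301L fragment (15 uM unlabeled plus 0.24 uM Alexa 594-labeled) in 100 mM sodium acetate pH 7 with compound, fibrillization induced by 20 uM heparin for 6 hr at 37 C. Thioflavin T (30 uM) added, fluorescence read after 1 hr (ex 450, em 510 nm).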
HttQ103 aggreg = qHTS Multiplex Assay to Identify Dual Action Probes in a Cell Model of Huntington: Aggregate Formation (GFP); PC12 HttQ103-GFP aggregates, Acumen cytometry, 40 h; Potency, µM (top dose mostly 46.1 µM), inactives show at the top dose activity change, negative = inhibition, usual class: inhibitors; hit rate 1.1% among 220,000; AID 1688, 2009; note: % is set by controls: 0 for no effect and ±100 for the full control effect; nearly all actives have a fitted effect of over 60% in size
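Inducible Q103 Huntingtin exon 1–GFP PC12 line, 1500 cells/well in phenol red free DMEM with 5% equine and 5% calf serum. Tebufenozide 100 nM induced expression; compounds titrated; aggregates quantified by cytometry.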
HTT ATP protect = qHTS Multiplex Assay to Identify Dual Action Probes in a Cell Model of Huntington: Cytoprotection (ATP). PC12 HTT-Q103 induced, cytoprotection, ATP luminescence, 40 h. Potency, µM (top dose mostly 56.4 µM), for the others: cytoprotection (ATP increase), most hits filed as activators. hit rate 0.14% among 230,000. AID 1471, 2008;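 note: % of control where 0% means no effect; nearly all actives have a fitted effect of over 45% in size; toxic huntingtin expression switched on by the ecdysone agonist tebufenozide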
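Compounds added alongside 100 nM tebufenozide, which induces toxic Q103 huntingtin exon 1-GFP in stable PC12 cells; surviving cells quantified by luminescent ATP measurement. Medium: phenol red-free DMEM, 5% equine and 5% calf serum.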
ALDH1A1 block = qHTS Assay for Inhibitors of Aldehyde Dehydrogenase 1 (ALDH1A1) | Purified ALDH1A1, NADH fluorescence, propionaldehyde substrate | Potency, µM (series often up to 75.3 µM), for the others: at the top dose activity, negative = inhibition, hits mostly inhibitors | hit rate 7.3% among 220,000 | Aldehyde dehydrogenase 1A1 (Homo sapiens), P00352; active = well fitted inhibition curve with a large enough effect, not every such curve was filed as active; inconclusive = small, poorly fitted or top-dose-only effect, or another doubt; inactive = no such curve, though single readings can be large or run the other way;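 note: plate controls were no enzyme wells and a reference inhibitor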
Target sequence (P00352 whole entry, looked up): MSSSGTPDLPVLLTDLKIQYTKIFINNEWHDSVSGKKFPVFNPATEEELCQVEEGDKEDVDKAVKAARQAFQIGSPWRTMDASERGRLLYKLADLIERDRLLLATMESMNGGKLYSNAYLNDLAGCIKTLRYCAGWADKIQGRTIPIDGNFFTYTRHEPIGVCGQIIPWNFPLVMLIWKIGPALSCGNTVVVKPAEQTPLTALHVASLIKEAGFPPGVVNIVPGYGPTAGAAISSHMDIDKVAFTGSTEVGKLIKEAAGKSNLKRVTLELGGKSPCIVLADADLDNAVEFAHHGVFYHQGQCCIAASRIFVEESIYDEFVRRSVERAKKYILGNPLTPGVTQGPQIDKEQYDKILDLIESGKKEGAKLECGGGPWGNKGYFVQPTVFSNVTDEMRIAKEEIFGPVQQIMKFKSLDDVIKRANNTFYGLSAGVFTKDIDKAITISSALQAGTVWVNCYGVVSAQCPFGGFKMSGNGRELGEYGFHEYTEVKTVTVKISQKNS
* marks the source's active call; other numbers are inactive results; ? = inconclusive; · = not tested or not shown; & = joins results of further samples; ! = a repeat was not active; [ ] = remark or other dose. Unless noted, calls come from the whole dose curve; as a rule, active = well fitted curve in the direction sought with a large enough effect; inconclusive = small, poorly fitted or top-dose-only effect, or another doubt; inactive = no such curve, though single readings can be large; an effect the other way counts as inactive or inconclusive. Potency is the fitted concentration of half-maximal effect. The list is partial; rates above refer to the full screens.

SMILES	Tau fibril FP	Tau fluor cs	JMJD2E inh	SMN2 splice enh	Tau fibril ThT	HttQ103 aggreg	HTT ATP protect	ALDH1A1 block
COc1ccccc1N=c1oc2c(OC)cccc2cc1C(=O)NCc1ccco1	-1%	-8%	-7%	·	-18%	12%	-16%[10 µM]	?
O=C(c1cccc(F)c1)N1CCN(Cc2ccco2)CC1	10%	-4%	-17%	2%	-5%	-5%	-4%[10 µM]	-10%
Cc1cc(Br)ccc1OCC(=O)N1CCCCCC1	5%	-4%	-4%	-13%	-2%	-20%	3%	?
N=c1c2c(n(Cc3ccc(F)cc3)c3c1CCC3)CCC2	-1%	8%	3%	-45%[inhibitor]	11%	?	-1%	?
CC(=O)NC1=NN(C(C)=O)C(C)(c2ccc(Cl)s2)S1 (stereo unspecified)	2%	-7%	8%	-25%	-15%	26%	4%[1.9 µM]	-8%
Cc1cc(C(=O)Cn2cncn2)c(C)n1CCc1ccc(F)cc1	14%	7%	5%	-40%[inhibitor]	9%	-22%	16%[10 µM]	1%
O=c1c2ccccc2nc(-c2ccc(Cl)cc2)n1CCCOc1ccccc1F	?	-20%	·	-11%	-2%	·	·	·
CCCN(C(=O)Cn1nc(Cc2cccnc2)c2ccccc2c1=O)c1ccc(C(C)C)cc1	4%	-8%	·	-10%	-10%	·	·	·
O=C1CC(c2ccc(F)cc2)CC2=C1C=Nc1ccccc1N2 (stereo unspecified)	1%	10%	12%	-32%[inhibitor]	3%	·	·	-1%
CC(C)(C)NC(=O)NC(=O)CN1CCCCC1	3%	5%	1%	15%	1%	14%	11%[10 µM]	14%
CC(=O)/C(=N/Nc1ccccc1[N+](=O)[O-])N1CCCc2ccccc21	14%	?	-1%	·	?	11µM*	·	·
Cc1ccc(O)c(NC(=O)c2noc3c2CCc2ccccc2-3)c1	-1%	-25%	?	-51%[inhibitor]	-16%	1%	-28%	?
CCCCNC(=O)CSc1nc2ccsc2c(=O)n1C1CCN(C(=O)OCC)CC1	-10%	-8%	3%	-17%	2%	18%	-16%	5%
COC(=O)C1=NNC2C(=O)N(C3CCCCC3)C(=O)C12 (stereo unspecified)	-2%	5%	-2%	11%	-2%	-3%[9.22 µM]	12%[10 µM]	?
COc1cc(C2NC(=O)N(C)C3=C2C(=O)CCC3)cc(OC)c1OC (stereo unspecified)	1%	-3%	-2%	5%	-2%	-2%	5%	-1%
Cc1ccc(-c2c(C)n3c4c(=O)n(C)c(=O)n(C)c4nc3n2-c2cccc(O)c2)cc1	-7%	?	·	2%	?	·	·	·
COc1ccc(OCC(O)CON2C(=O)c3ccccc3C2=O)cc1 (stereo unspecified)	-2%	3%	3%	?	0%	-14%	1%	1%
COC(CNC(=O)c1coc2nc3ccccc3nc12)OC	-4%	-6%	?	·	?	29%[9.22 µM]	8%[10 µM]	·
O=C(CCNc1ccc(Cc2ccncc2)cc1)c1cccc([N+](=O)[O-])c1	?	16µM*[quencher]	-8%	26%	?	-17%	2%	0.4µM*
CN(C)c1nc(N/N=C/c2ccccc2O)nc(Nc2ccc(F)cc2)n1	?	8.9µM*[quencher]	28µM*	·	?	?	-125%[inhibitor]	4%

Ten compounds already listed, arranged by molecular weight, ascending.
SMILES	Tau fibril FP	Tau fluor cs	JMJD2E inh	SMN2 splice enh	Tau fibril ThT	HttQ103 aggreg	HTT ATP protect	ALDH1A1 block
CC(C)(C)NC(=O)NC(=O)CN1CCCCC1	3%	5%	1%	15%	1%	14%	11%[10 µM]	14%
COC(CNC(=O)c1coc2nc3ccccc3nc12)OC	-4%	-6%	?	·	?	29%[9.22 µM]	8%[10 µM]	·
O=C1CC(c2ccc(F)cc2)CC2=C1C=Nc1ccccc1N2 (stereo unspecified)	1%	10%	12%	-32%[inhibitor]	3%	·	·	-1%
CC(=O)NC1=NN(C(C)=O)C(C)(c2ccc(Cl)s2)S1 (stereo unspecified)	2%	-7%	8%	-25%	-15%	26%	4%[1.9 µM]	-8%
Cc1ccc(O)c(NC(=O)c2noc3c2CCc2ccccc2-3)c1	-1%	-25%	?	-51%[inhibitor]	-16%	1%	-28%	?
Cc1cc(Br)ccc1OCC(=O)N1CCCCCC1	5%	-4%	-4%	-13%	-2%	-20%	3%	?
CC(=O)/C(=N/Nc1ccccc1[N+](=O)[O-])N1CCCc2ccccc21	14%	?	-1%	·	?	11µM*	·	·
O=c1c2ccccc2nc(-c2ccc(Cl)cc2)n1CCCOc1ccccc1F	?	-20%	·	-11%	-2%	·	·	·
Cc1ccc(-c2c(C)n3c4c(=O)n(C)c(=O)n(C)c4nc3n2-c2cccc(O)c2)cc1	-7%	?	·	2%	?	·	·	·
CCCN(C(=O)Cn1nc(Cc2cccnc2)c2ccccc2c1=O)c1ccc(C(C)C)cc1	4%	-8%	·	-10%	-10%	·	·	·

Continuation:
SMILES	Tau fibril FP	Tau fluor cs	JMJD2E inh	SMN2 splice enh	Tau fibril ThT	HttQ103 aggreg	HTT ATP protect	ALDH1A1 block
COc1ccc(Nc2oc(COc3ccc(Cl)cc3)nc2C#N)cc1	11%	20µM*[quencher]	-7%	-17%	?	?	-23%	-6%
Cc1ccc(OCc2nnc(SCC(=O)Nc3cccc4ccccc34)n2-c2ccccc2)cc1	14%	0%	-3%	-19%	4%	-3%	-26%[10 µM]	7%
Cc1ccccc1Cn1ccc(NC(=O)c2cnn3cccnc23)n1	-2%	-7%	2%	22%	-5%	-19%	-4%	4%
O=C(CSc1nc2ccc([N+](=O)[O-])cc2s1)c1ccc2ccccc2c1	-4%	-24%	4%	-2%[9.22 µM]	?	-11%[9.22 µM]	19%&0%[10 µM]	11µM*!
CC(=O)Cc1ccccc1OCC(=O)O	4%	2%	0%	0%	7%	26%	4%[0.074 µM]	-10%
CC(C)(C)NC(=O)C(=O)N/N=C/c1ccc(F)cc1	6%	3%	6%	5%	8%	6%	-6%[10 µM]	5%
CC(=Nc1ccccc1)C1=C(O)CC(C)(C)CC1=O	7%	-10%	0%	·	-6%	3%	-23%	3%
OC(COc1ccc2ccccc2c1)CN1CCOCC1 (stereo unspecified)	1%	-4%	-2%	14µM*	-13%	6%	-14%[10 µM]	4%
Cc1ccc(-n2c(=O)c3c(cnn3C)n(CC(=O)Nc3cccc(Cl)c3)c2=O)cc1	-18%	?	·	0%	3%	·	·	·
CCCNS(=O)(=O)c1cc(-c2nnc3c4ccccc4c(C)nn23)ccc1OC	-3%	5%	·	-22%	2%	·	·	·
COc1ccc(N(CC(=O)NCCC2=CCCCC2)S(=O)(=O)c2ccc(C)cc2)cc1	-13%	-3%	-23%	-9%	2%	14%[9.22 µM]	-42%[inhibitor]	9%
OC[C@@H]1O[C@@H](n2cnc3c(N[C@H]4CCC[C@@H]4O)ncnc32)[C@H](O)[C@H]1O	-4%	-1%	3%	·	-3%	·	-18%	5%
Cc1ncc([N+](=O)[O-])n1Cc1ccc(Br)cc1	-3%	6%	-5%	-9%	6%	-36%[9.22 µM]	-17%	8%
CCOC(=O)C(C#N)c1ccccn1 (stereo unspecified)	10%	1%	2%	?	-9%	-2%	15%	-11%
CC1(C)OC2OC(COC(=O)c3ccc([N+](=O)[O-])cc3)C3OC(C)(C)OC3C2O1 (stereo unspecified)	3%	-11%	5%	-9%[1.84 µM]	-2%	-28%	13%[10 µM]	?
COC(=O)c1ccc(NC(=O)NCCCl)cc1	-2%	-6%	3%	-18%	-6%	2%	43%[10 µM]	5%
Cc1ccc(NC(=O)C(C)n2nnc3sc4c(c3c2=O)CCCC4)cc1Cl (stereo unspecified)	-7%	-16%	·	-19%	5%	·	·	·
CC(C)=CCC/C(C)=C/CC/C(C)=C/CO	-6%&-4%&-1%	-9%&-16%&-4%	1%&3%	-8%&-6%	?	·	?	-11%&-3%&9%
CCOC(=O)Cc1nnc2c(Nc3ccc(Cl)cc3)nc3nonc3n12	?	?	-8%	-68%[inhibitor]	-10%	18µM*	7%[10 µM]	-10%
COc1cccc2sc(Nc3nnc(-c4cccs4)o3)nc12	5%	?	?	14µM*	?	11%	-106%[inhibitor]	?
Cc1cc(NC(=O)c2cc(C(C)(C)C)oc2C)no1	-5%	-10%	-14%	·	-4%	-5%[9.22 µM]	3%[10 µM]	-2%
Clc1ccc2[nH]c3c(N4CCC5(CC4)OCCO5)ncnc3c2c1	2%	-30%	?	-36%[inhibitor]	?	8.9µM*	-98%[inhibitor]	?
Cc1cccc(N2CCN(C(=O)c3ccc(NS(=O)(=O)c4c(C)noc4C)cc3)CC2)c1C	0%	-17%	6%	-48%[inhibitor]	?	20µM*	8%[10 µM]	14µM*
COc1ccc(C(=O)NNc2ccccc2)cc1	-8%	4%	?	-33%[inhibitor]	-11%	24%	5%[10 µM]	28µM*
CCc1ccc(/C=C2/C(=O)N(c3ccccc3)C(=S)N2CC(=O)OC)s1	2%	-7%	-1%	-12%	-7%	-10%	29%[10 µM]	8.9µM*
CCS(=O)(=O)c1ccc2oc(SCC(=O)Nc3ccc(OC)c(OC)c3)nc2c1	1%	-8%	-1%	15%	-9%	-6%	-27%	0%
CN(C)c1ccc(-c2noc(-c3ccccc3O)n2)cc1	1%	-26%	?	32%	?	-2%	-23%	?
